Nrf2 activator = activates Nrf2 signaling. AREc32 ARE-luciferase reporter (MCF7-derived line), luminescence, 24 h. Potency, µM (doses to about 46.1 µM), for the others: top-dose activation, actives largely listed as activators. 410,000 tested, 0.31% active; also: potency is read from the fitted curve at half-maximal effect; % of control where 0% means no effect; nearly all actives have a fitted effect of over 65% in size
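Luciferase luminescence (Steady-Glo, 30 min at room temperature) served as the read-out of ARE activation in AREc32 cells treated with compounds for 24 hr at 37 deg C.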
EPAC2 antagonist = antagonists of human EPAC2; Potency, µM (titrated, usually from 114 µM), for inactives: top-dose activity, negative = inhibition, hits mostly inhibitors; AID 720708; 360,000 tested, 0.18% active; EPAC2 GEF exchange of Rap1B-BODIPY-GDP, fluorescence; Q8WZA2; also: potency is read from the fitted curve at half-maximal effect; % is scaled to controls: 0 for no effect and ±100 for the full control effect; nearly all actives have a fitted effect of over 45% in size; many of its hits are not listed in these tables
Target sequence (Q8WZA2 whole entry, looked up): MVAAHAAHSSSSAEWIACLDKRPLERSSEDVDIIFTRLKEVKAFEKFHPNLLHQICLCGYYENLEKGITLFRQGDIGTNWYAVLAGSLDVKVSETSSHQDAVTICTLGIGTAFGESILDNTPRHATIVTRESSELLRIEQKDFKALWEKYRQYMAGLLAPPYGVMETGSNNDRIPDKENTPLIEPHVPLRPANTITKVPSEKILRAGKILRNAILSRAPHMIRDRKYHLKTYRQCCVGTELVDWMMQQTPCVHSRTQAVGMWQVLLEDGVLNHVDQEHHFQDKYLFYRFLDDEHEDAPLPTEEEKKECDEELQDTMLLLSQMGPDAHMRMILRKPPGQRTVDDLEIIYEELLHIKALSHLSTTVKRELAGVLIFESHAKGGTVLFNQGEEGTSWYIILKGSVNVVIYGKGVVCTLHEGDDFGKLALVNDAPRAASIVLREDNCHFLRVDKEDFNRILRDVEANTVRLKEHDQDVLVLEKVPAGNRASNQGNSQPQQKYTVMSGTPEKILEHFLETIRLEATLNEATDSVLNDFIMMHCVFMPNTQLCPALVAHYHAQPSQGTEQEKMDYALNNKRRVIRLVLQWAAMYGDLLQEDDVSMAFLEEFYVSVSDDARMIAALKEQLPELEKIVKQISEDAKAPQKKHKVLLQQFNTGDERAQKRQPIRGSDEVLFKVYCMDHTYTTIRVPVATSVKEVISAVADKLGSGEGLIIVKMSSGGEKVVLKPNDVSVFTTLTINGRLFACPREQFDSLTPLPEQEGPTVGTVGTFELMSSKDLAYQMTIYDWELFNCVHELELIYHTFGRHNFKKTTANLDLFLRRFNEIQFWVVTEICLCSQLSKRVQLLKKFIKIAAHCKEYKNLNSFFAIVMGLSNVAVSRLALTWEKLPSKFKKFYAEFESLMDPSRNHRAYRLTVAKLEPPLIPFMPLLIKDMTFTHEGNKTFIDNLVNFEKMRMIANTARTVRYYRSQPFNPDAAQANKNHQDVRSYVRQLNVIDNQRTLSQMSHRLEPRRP
TGFb inhibitor = inhibitors of TGF-b signaling; HepG2 CAGA-GFP TGF-b/SMAD3 reporter, GFP fluorescence, 18 h; TGF-beta stimulated, 500 pg/mL final; Potency, µM (highest dose often 46.1 µM), for the others: top-dose activity, negative = inhibition, usual class: inhibitors; 410,000 tested, 1.2% active; also: potency is read from the fitted curve at half-maximal effect; % is scaled to controls: 0 for no effect and ±100 for the full control effect; nearly all actives have a fitted effect of over 65% in size
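Read-out: total well GFP (ex488/em500-530) summed from mean per-cell fluorescence. Cells: HEPG2 CAGA-GFP, 1% FBS DMEM, 18 h at 37 degrees C with 500 pg/mL final TGF-beta. Unstimulated wells served as the full-inhibition control; stimulated DMSO wells = 0%.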
Nrf2 block = inhibitors of Nrf2 signaling | A549 ARE-Fluc reporter, luciferase luminescence, 18-24 h | Potency, µM (top dose mostly 46 µM), inactives show top-dose activity change, negative = inhibition, most hits filed as inhibitors | 360,000 tested, 2.1% active | AID 504444; also: potency is read from the fitted curve at half-maximal effect; % is scaled to controls: 0 for no effect and ±100 for the full control effect; nearly all actives have a fitted effect of over 60% in size
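Two sequential reads on A549 ARE_Fluc cells exposed to compound for 18-24 h: a CellTiter-Fluor fluorescence read for viability, then a luciferase luminescence read for Nrf2/ARE activity.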
Akt phos inh = Akt phosphorylation inhibition | activity change, % for hits at 50 µM | Neuro2A IGF-stimulated pAkt S473 HTRF, 20 min; active compounds read low | 360,000 tested, 0.32% active; in the data active = activity change below about -80%; inconclusive = mostly about -51% to -80%; also: % is scaled to controls: 0 for no effect and ±100 for the full control effect
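Single-point screen (50 µM final compound) in Neuro2A cells stimulated 20 min with 6 nM IGF at 37 deg C. After lysis, Ser473-phosphorylated Akt read by HTRF (ex 330 nm, em 615/665 nm) as the 665/615 ratio.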
Mm-Cpn inhibitor = blocks the Methanococcus maripaludis chaperonin Mm-Cpn; purified Mm-Cpn ATPase, ADP Transcreener TR-FRET; Potency, µM (highest dose often 76.9 µM), inactives show at the highest dose activity, negative = inhibition, most hits filed as inhibitors; AID 504842; 330,000 tested, 0.031% active; also: potency is read from the fitted curve at half-maximal effect; % is scaled to controls: 0 for no effect and ±100 for the full control effect; nearly all actives have a fitted effect of over 80% in size
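25 nM Mm-CPN + cpd, 10 min 37°C; + 10 uM ATP, 30 min 37°C; buffer 30 mM Tris pH 7.4, 100 mM KCl, 5 mM MgCl2, 1 mM DTT; Transcreener ADP HTRF detection 30 min RT.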
A549 tox = A549 cytotoxicity, counter-screen for Nrf2 inhibitors | A549 ARE-Fluc cells, CellTiter-Fluor viability, 18-24 h | Potency, µM (top dose mostly 46 µM), for inactives: at the highest dose activity change, negative = cytotoxicity, hits mostly inhibitors | 390,000 tested, 0.16% active; also: potency is read from the fitted curve at half-maximal effect; % is scaled to controls: 0 for no effect and ±100 for the full control effect
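A549 ARE-Fluc cells in 5% FBS OPTI-MEM, 5000 cells/well, rested 2 h then exposed to compounds in concentration-response for 18-24 h at 37 °C. Viability by CellTiter-Fluor fluorescence (Ex 405/Em 525) after 30 min; luciferase luminescence (BugLite, 15 min, RT) read afterwards.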
EPAC2 agonist = activates human EPAC2 exchange factor; Q8WZA2; EPAC2 activation, biochemical qHTS; response scale: 100% = 6.5 mM cAMP response; Potency, µM (highest dose often 154 µM), for the others: at the highest dose activation, actives largely listed as activators; 360,000 tested, 0.079% active; AID 720711; also: potency is read from the fitted curve at half-maximal effect; nearly all actives have a fitted effect of over 50% in size
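EPAC2 (100 nM) mixed with Rap1B loaded with BODIPY-GDP (250 nM) plus 50 uM unlabeled GDP; compounds pinned in, 5 min RT, then read every 5 min for 30 min (ex 480, em 540 nm). Normalized to cAMP control.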
CCT modulator = changes cytosolic chaperonin activity; 360,000 tested, 0.3% active; AID 651819; activity change, % (test concentration not listed), hits read low; purified chaperonin ATPase assay, HTRF ADP detection, 30 min; in the data active = activity change below about -30%; also: % is scaled to controls: 0 for no effect and ±100 for the full control effect
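Enzyme 40 or 20 nM (batch-dependent) in Tris pH 7.4/KCl/MgCl2/DTT; cpd 76 uM single point; ATP 10 uM; 30 min 37 °C; Transcreener ADP HTRF detection, 30 min RT; ratio 665/615.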
* marks the source's active call; other numbers are inactive results; i = inactive; ? = inconclusive; . = no result given; & = joins results of further samples; [ ] = another dose, or the depositor's remark. Unless noted, calls follow the shape of the dose curve; as a rule, active = well fitted curve in the direction sought with a large enough effect; inconclusive = small, poorly fitted or top-dose-only effect, or another doubt; inactive = no such curve, though single readings can be large; an effect the other way counts as inactive or inconclusive.

SMILES	Nrf2 activator	EPAC2 antagonist	TGFb inhibitor	Nrf2 block	Akt phos inh	Mm-Cpn inhibitor	A549 tox	EPAC2 agonist	CCT modulator
COc1ccccc1NS(=O)(=O)c1cccc(C(=O)N2CCCC2)c1	-0.4%	-2%	11%	-13%	i	-2%	-1%	-3%	-1.4
COc1cccc2c1SCc1ccccc1C2CC(N)=O (stereo not drawn)	0.5%	-7%	8%	-3%	i	.	-3%	6%	-1.3
Cc1cc(C)n(CCNC(=O)C2CCC(=O)N(Cc3ccc(Cl)cc3)C2)n1 (stereo not drawn)	-0.9%	-12%	2%	-14%	i	2%	-5%	-4%	1.2
COc1ccc(NC(=O)c2ccco2)c(NC(=O)c2ccc([N+](=O)[O-])cc2)c1	-0.2%	0%	0%	7%	i	-4%	-3%	0%	0.2
O=C(N/N=C\c1ccc[nH]1)c1cncc(Br)c1	-0.4%	9%	-2%	-5%	.	2%	-1%	13%	-2.3
COc1ccc(C(=O)CSc2nnc(-c3cc4ccccc4cc3O)n2Cc2ccco2)cc1	4.0%	-3%	?	-7%&-3%	i	-7%	-5%&-13%	9%	-0.3
Cc1cc(/C=C(\C#N)C(=O)NC2CCCCCC2)c(C)[nH]1	9.1%	3%	11%	?	i	3%	-3%	-14%	-1.1
COCCN(C(=O)c1snc(C(N)=O)c1N)C(C(=O)NC1CCCCC1)c1ccc(N(C)C)cc1 (stereo not drawn)	0.2%	?	1%	8%	i	1%	5%	6%	-0.3
O=S(=O)(Nc1ccccc1N1CCCCC1)c1cccs1	-0.6%	?	-1%	6%	i	1%	5%	9%	-1.0
CCCCNC(=O)N1CCc2ccccc2C1	2.8%	8%	-9%	9%	i	0%	8%	7%	-3.3
NS(=O)(=O)c1ccc(CCNC(=O)Cn2c(-c3cccs3)cc3ccccc32)cc1	7.1%	.	?	2%	.	.	1%	.	.
COCCCNC(=O)C(=O)N/N=C/c1ccc(OCC(=O)Nc2cccc(Cl)c2C)c(OC)c1	-0.1%	-18%	-20%	4%	i	0%	-2%	-8%	-0.1
Cc1ccc([N+](=O)[O-])cc1NC(=O)CN1CCCCC1	11%	-5%	-5%	23%	i	2%	7%	3%	-0.9
O=C(Nc1ccc(Cl)cc1)N1CCC(CO)(Cc2ccccc2)CC1	3.2%	-8%	-26%	-13%	i	0%	-9%	6%	0.1
Cc1cc(OCC(=O)OCC(=O)c2ccc[nH]2)ccc1Cl	-0.1%	-11%	-6%	5%	i	1%	2%	18%	-2.0
CCOc1ccc(Nc2nc(N)c(C(=O)c3ccccc3Cl)s2)cc1	-3.7%	.	3.5µM*	-25%	.	.	-28%	.	.
COc1cccc(C2=NOC(C(=O)NCc3cccs3)C2)c1 (stereo not drawn)	0.7%	3%	-18%	1%	i	1%	-13%	6%	0.4
CC(C)[C@H](NC(=O)OCc1ccccc1)C(=O)OCC(=O)Nc1c(F)cccc1F	0.3%[9.22 µM]	0%	?	4%	i	3%	0%	-5%	-1.7
COc1ccc(-c2c(Sc3ccccc3)c3cc(-c4ccc(OC)c(F)c4)ccc3n2C)cc1	0.0%	3%	.	.	i	.	.	2%	0.8
CCS(=O)(=O)CCSc1nc(C)cc(C)n1	-0.1%	-7%	24%	9%	i	1%	2%	2%	-0.3
N/C(Cc1ccc([N+](=O)[O-])cc1)=N\OC(=O)COc1ccc2ccccc2c1	0.3%	-10%	0%	6%	i	0%	-1%	20%	1.6
Cc1ccc(S(=O)(=O)N(C)c2ccc(OC(=O)CN3C(=O)NC4(CCCC4)C3=O)cc2)cc1	-0.4%	-8%	-12%	2%	i	1%	3%	-9%	0.1
COc1cc(CN2C(=S)NC(C)(C)CC2(C)O)cc(OC)c1 (stereo not drawn)	-0.1%	3%	-2%	-7%	i	0%	1%	-8%	1.1
Cc1sc(NC(=S)NC(=O)C2CCCCC2)c(C(N)=O)c1C	9.0%	-7%	5%	12%	i	-1%	0%	17%	-0.7
Cc1nn(Cc2ccc(C(=O)NN)o2)c(C)c1Cl	6.1%	-9%	-17%	16%	i	-11%	0%	1%	1.0

Some of the entries so far, with two lines to a compound.
Fields: Nrf2 activator	EPAC2 antagonist	TGFb inhibitor	Nrf2 block	Akt phos inh	Mm-Cpn inhibitor	A549 tox	EPAC2 agonist	CCT modulator
> COc1ccccc1NS(=O)(=O)c1cccc(C(=O)N2CCCC2)c1
  -0.4%	-2%	11%	-13%	i	-2%	-1%	-3%	-1.4
> COc1cccc2c1SCc1ccccc1C2CC(N)=O (stereo not drawn)
  0.5%	-7%	8%	-3%	i	.	-3%	6%	-1.3
> Cc1cc(C)n(CCNC(=O)C2CCC(=O)N(Cc3ccc(Cl)cc3)C2)n1 (stereo not drawn)
  -0.9%	-12%	2%	-14%	i	2%	-5%	-4%	1.2
> COc1ccc(NC(=O)c2ccco2)c(NC(=O)c2ccc([N+](=O)[O-])cc2)c1
  -0.2%	0%	0%	7%	i	-4%	-3%	0%	0.2
> O=C(N/N=C\c1ccc[nH]1)c1cncc(Br)c1
  -0.4%	9%	-2%	-5%	.	2%	-1%	13%	-2.3
> COc1ccc(C(=O)CSc2nnc(-c3cc4ccccc4cc3O)n2Cc2ccco2)cc1
  4.0%	-3%	?	-7%&-3%	i	-7%	-5%&-13%	9%	-0.3
> Cc1cc(/C=C(\C#N)C(=O)NC2CCCCCC2)c(C)[nH]1
  9.1%	3%	11%	?	i	3%	-3%	-14%	-1.1
> COCCN(C(=O)c1snc(C(N)=O)c1N)C(C(=O)NC1CCCCC1)c1ccc(N(C)C)cc1 (stereo not drawn)
  0.2%	?	1%	8%	i	1%	5%	6%	-0.3

Next part:
SMILES	Nrf2 activator	EPAC2 antagonist	TGFb inhibitor	Nrf2 block	Akt phos inh	Mm-Cpn inhibitor	A549 tox	EPAC2 agonist	CCT modulator
Cc1nn(C)c(Cl)c1CN1CCN(CC(C)C)C(CCO)C1 (stereo not drawn)	-0.7%	-4%	-4%	17%	i	3%	6%	6%	-0.5
O=C1c2ccccc2C(Nc2ccccc2)N1c1ccc(Cl)cn1 (stereo not drawn)	0.0%	-7%	-10%	0%	i	1%	8%	-5%	-0.6
CCOc1ccc(NS(=O)(=O)c2ccc3[nH]c4c(c3c2)CCCCC4)cc1	-1.7%	.	?	?	.	.	-2%	.	.
CCN1C(=O)/C(=C\c2ccc(-c3ccc([N+](=O)[O-])cc3OC)o2)SC1=Nc1cccc(C(=O)O)c1	-0.5%	?	-1%	-2%	i	-1%	-16%	-3%	-0.5
Cc1ccc(S(=O)(=O)c2nnn3c2nc(NCc2ccccc2Cl)c2sccc23)cc1	-0.6%	.	40%[activator]	-10%	.	.	6%	.	.
Nc1nnc(Cc2ccc(F)cc2)s1	-0.9%	4%	10%	?	i	0%	0%	8%	1.3
Cc1c(C(=O)NCc2cccc(Cl)c2)sc(=O)n1Cc1cccc(F)c1	-0.6%	-22%	-25%	.	i	.	.	3%	0.7
CC(O)CN(C)CC/C=C1/c2ccccc2CSc2ccccc21 (stereo not drawn)	-0.2%	-1%	-3%	-1%	i	-1%	6%	7%	-2.9
CN(Cc1ccco1)C(=O)c1cccc(S(=O)(=O)N2CCN(Cc3ccccc3)CC2)c1	-0.8%	7%	0%	.	i	.	.	3%	-5.4
CCOP(=O)(NC(c1ccccc1)c1nc2ccccc2[nH]c1=O)OCC (stereo not drawn)	0.1%	-4%	8%	-13%	i	0%	4%	7%	1.8
COC(=O)c1ccccc1NC(=S)N(Cc1ccc2c(c1)OCO2)Cc1cc2cc(OC)ccc2[nH]c1=O	-0.7%[9.22 µM]	4%	?	-21%	i	-12%	11%	7%	-0.9
O=[N+]([O-])c1ccccc1/C=N/NC1=NS(=O)(=O)c2ccccc21	16%	-5%	-5%	-3%	i	0%	4%	6%	-5.5
Cc1ccc(NC(=O)C(OC(=O)c2ccccc2Cl)c2ccccc2)cc1Cl (stereo not drawn)	0.3%	-2%	0%	5%	i	0%	-7%	-2%	-0.3
Cc1cccc(NC(=O)CN(C)S(=O)(=O)c2cnc[nH]2)c1	-0.6%	8%	1%	?	i	-16%	-1%	-3%	-2.9
Cc1ccc(NC(=O)CCCn2c(=O)c3cccn3c3cccnc32)cc1C	-0.6%	.	-24%	?	.	.	4%	.	.
CCOc1ccccc1C(=O)Nc1cc(OC)ccc1OC	2.7%	-7%	-16%	-18%	i	-8%	?	8%	1.5
CCOC(=O)Cc1nnc(NC(=O)C(CC)Sc2nc(C)cc(C)n2)s1 (stereo not drawn)	-0.3%	-7%	5%	-8%	i	0%	-1%	9%	-3.1
O=C(c1ccco1)N1CCN(C2CC(=O)N(c3ccc(C(F)(F)F)cc3)C2=O)CC1 (stereo not drawn)	0.0%	-10%	-5%	4%	i	0%	11%	-8%	-1.4
C=CCN(CC=C)CCOc1cccc2ccccc12	-0.1%	-5%	-2%	7%	i	-1%	-3%	8%	-1.8
CC(C)N(CCCNC(=O)c1ccc(N2CCCC2=O)cc1)Cc1ccccc1	-0.9%	-2%	49%[activator]	0%	i	5%	1%	9%	-3.5
CCn1c(C)nc2cc(C(=O)NNS(=O)(=O)c3ccc(C)cc3C)ccc21	-0.5%	-4%	-11%	-9%	i	0%	1%	9%	-2.2
CCc1c(C)sc(NC(=O)CSc2nc3c(c(C(F)(F)F)n2)CCc2ccccc2-3)c1C#N	-0.5%	-2%	-12%	.	i	2%	2%	-5%	-3.8
COc1ccc(CNc2ccncc2)c(OC)c1OC	-0.2%	5%	2%	-28%	i	.	-8%	3%	1.1

This is a subset (hit frequency here may not be typical).
